TrxR1 substrate: rat thioredoxin reductase 1 substrate activity. O89049. purified TrxR1 substrate turnover, NADPH consumption readout. Potency, µM (titrated, usually from 114 µM), inactives show at the highest dose activity change, negative = substrate turnover. actives 0.01% (n = 390,000). AID 588456; further: potency means the concentration at half of the fitted maximal effect; on the % scale 0 is the no-effect control and ±100 the full control effect; nearly all actives have a fitted effect of over 50% in size
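Rat TrxR1, dispensed at 90 nM, was prereduced with 400 uM NADPH (final) for 5 min at ~22 deg C, then incubated with compound 15 min before 400 uM selenite. A first-read NADPH fluorescence drop versus no-compound background flagged substrates.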
USP1-UAF1 inh: inhibitors of human USP1/UAF1 deubiquitinase. actives 0.23% (n = 390,000). O94782. Potency, µM (highest dose often 57.1 µM), for the others: at the top dose activity change, negative = inhibition, usual class: inhibitors. recombinant USP1/UAF1, Ub-Rhodamine cleavage fluorescence; further: potency means the concentration at half of the fitted maximal effect; on the % scale 0 is the no-effect control and ±100 the full control effect; nearly all actives have a fitted effect of over 60% in size; inactives centre near -12
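In this screen, compounds sit with the deubiquitinase complex (1nM) for 15 min at room temperature before Ub-Rho is added at 150nM final. Fluorescence rise is then followed for 6 reads every 60 seconds.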
TRHR agonist: TRH receptor (human) agonism | TRHR cells, calcium flux fluo-8, FDSS agonist mode | activation, % at 2 µM | actives 0.18% (n = 360,000) | AID 493084; in the data active means activation above about 30%; further: 0% is about no effect
Target sequence (P34981 whole entry, looked up): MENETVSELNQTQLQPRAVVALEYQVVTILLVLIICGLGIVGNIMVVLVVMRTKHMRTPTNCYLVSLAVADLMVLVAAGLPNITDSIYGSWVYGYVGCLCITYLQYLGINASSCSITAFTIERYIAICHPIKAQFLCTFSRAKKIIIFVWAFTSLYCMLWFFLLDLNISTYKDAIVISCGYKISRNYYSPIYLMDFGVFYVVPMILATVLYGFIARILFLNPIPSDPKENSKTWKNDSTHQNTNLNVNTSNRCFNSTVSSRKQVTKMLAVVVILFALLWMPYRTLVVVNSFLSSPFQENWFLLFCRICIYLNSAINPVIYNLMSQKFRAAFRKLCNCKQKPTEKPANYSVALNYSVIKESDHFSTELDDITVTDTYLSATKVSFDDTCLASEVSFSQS
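Fluo-8-loaded TRHR cells; 10 s baseline, compound added, kinetic Ca2+ fluorescence read 1/s, agonist mode.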
TRHR enhancer: allosteric enhancers of human TRH receptor; actives 0.66% (n = 360,000); P34981; TRHR cells, fluo-8 calcium fluorescence, EC20 TRH enhancement; enhancement, % at 2 µM; in the data active means enhancement above about 30%; further: 0% is about no effect
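TRHR-expressing cells loaded with fluo-8 calcium dye were read kinetically (ex 480/em 530) during compound addition, then stimulated with an EC20 of TRH (10 nM final). Enhancement of the Gq-mediated intracellular calcium response was scored.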
D2 antag: antagonists of human D2 dopamine receptor. P14416. actives 2% (n = 340,000). HEK293 TREx D2 cells, calcium flux, dopamine EC80. inhibition, % at 10 µM; in the data active means inhibition above about 30%; further: 0% is about no effect
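HEK293 T-REx D2 cells, tet-induced, calcium dye no-wash. Cpd pintool add, 180 s kinetic, then EC80 DA, 180 s kinetic. Ca flux read.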
PI4K2A block: PI4K2A (human) kinase inhibition; Q9BTU6; purified PI4K2A, ADP-Glo luminescence, 1 h; stronger effect = lower value; activity change, negative = inhibition, % at 76.9 µM; actives 0.13% (n = 420,000); AID 1346378; in the data active means activity change below about -50%; inconclusive means mostly about -30% to -49%;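 further: -100% = wells without enzyme as full effect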
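Compounds are screened against recombinant PI4K2A using PI as substrate and ATP, the latter dispensed at 300 microM. Reactions run one hour at ambient temperature before ADP-Glo detection; full inhibition defined by wells lacking enzyme.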
TrxR1 inh: blocks rat thioredoxin reductase 1; Potency, µM (titrated, usually from 114 µM), inactives show at the highest dose activity change, negative = inhibition, actives largely listed as inhibitors; actives 1% (n = 390,000); O89049; recombinant rTrxR1, NADPH fluorescence consumption, selenite substrate; further: potency means the concentration at half of the fitted maximal effect; on the % scale 0 is the no-effect control and ±100 the full control effect; nearly all actives have a fitted effect of over 65% in size
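Rat TrxR1 (90 nM in the dispensed reagent) was pre-reduced with 400 uM NADPH for 5 min at room temperature, then incubated with compound for 15 min. After 400 uM selenite was added, NADPH fluorescence (Ex 340/Em 450 nm) was followed for 8 min.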
IDH1 R132H inh: blocks human mutant IDH1 R132H enzyme. AID 602179. actives 0.093% (n = 390,000). Potency, µM (top dose mostly 76.6 µM), for the others: at the highest dose activity change, negative = inhibition, most hits filed as inhibitors. IDH1-R132H enzyme, NADPH consumption, diaphorase/resazurin fluorescence; further: potency means the concentration at half of the fitted maximal effect; on the % scale 0 is the no-effect control and ±100 the full control effect; nearly all actives have a fitted effect of over 65% in size
Target sequence (O75874 whole entry R132H, stated change not applied): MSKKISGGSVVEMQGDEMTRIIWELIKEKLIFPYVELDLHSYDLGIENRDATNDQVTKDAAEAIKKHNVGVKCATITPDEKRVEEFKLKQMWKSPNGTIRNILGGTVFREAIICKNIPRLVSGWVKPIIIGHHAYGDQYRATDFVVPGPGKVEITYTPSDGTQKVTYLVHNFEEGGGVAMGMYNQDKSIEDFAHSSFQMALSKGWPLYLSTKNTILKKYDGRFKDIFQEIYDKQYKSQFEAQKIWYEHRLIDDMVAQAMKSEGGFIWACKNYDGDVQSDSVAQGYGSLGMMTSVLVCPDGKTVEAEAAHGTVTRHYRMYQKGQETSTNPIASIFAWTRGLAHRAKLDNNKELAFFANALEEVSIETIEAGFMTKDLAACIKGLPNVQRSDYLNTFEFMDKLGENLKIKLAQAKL
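IDH1-R132H (0.5 ug/mL) preincubated 30 min with compound, then NADPH (0.016 mM) and alpha-KG (2 mM) added; 80 min at RT, pH 7.5. Remaining NADPH coupled via diaphorase/resazurin to fluorescence (540/590 nm); concentration-response curves normalized to no-enzyme control.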
D2 ag: activates the human D2 dopamine receptor; P14416; HEK293 T-REx D2 cells, calcium flux agonist mode; activation, % at 2 µM; actives 0.53% (n = 340,000); AID 485358;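 active means activation over 3 SD above normal in the single-dose calcium agonist read, cut at about 30% in these data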; further: 0% is about no effect
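Tetracycline-induced HEK293 Trex cells with D2 receptor force-coupled to calcium signaling, plated overnight at 30 C and loaded with no-wash calcium dye. Calcium flux read kinetically for 180 s after compound addition; responses flag agonists.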
An asterisk follows results filed as active; ? = inconclusive; nt = not tested or not shown; & = joins results of further samples; [ ] = remark or other dose. Unless noted, the call rests on the fitted dose curve; in most records, active means well fitted inhibition curve with a large enough effect; inconclusive means small, poorly fitted or top-dose-only effect; inactive means no such curve, though single readings can be large or run the other way.

SMILES | TrxR1 substrate | USP1-UAF1 inh | TRHR agonist | TRHR enhancer | D2 antag | PI4K2A block | TrxR1 inh | IDH1 R132H inh | D2 ag
CN1CCN(Cc2cccc(Oc3ccc(Cl)cc3)c2)CC1 | 0% | -7% | 0.3 | -2 | -17 | -4 | 20% | -2% | 0.9
O=C(NCc1cccs1)c1ccc(Br)o1 | -7% | -9% | 0.0 | -3 | 4 | 1 | -10% | 3% | 0.3
CCOC(=O)c1sc2ccccc2c1S(=O)(=O)Nc1ccc(C(C)=O)cc1 | 1%[57.1 µM] | -16% | -0.2 | 3 | nt | -5 | 15%[57.1 µM] | 20% | -0.1
CNC(=O)N(C1=NCC(C)S1)c1ccc(F)cc1F (centres undefined) | -1%[57.1 µM] | -7% | -0.1 | -3 | -7 | -3 | 3%[57.1 µM] | 5% | -1.1
CCN(CC)S(=O)(=O)c1ccc(NC(=O)Cn2c(=O)sc3ccccc32)cc1 | -2% | -22% | 1.4 | 2 | 43* | 5 | 7% | 5% | 1.2
Cc1ccc(C(=O)n2nc(-c3cccnc3)nc2N)cc1 | -3% | -5% | 0.6 | 0 | -1 | 49 | 10% | 0% | -0.2
O=S(=O)(c1cccc(-c2cn3ccccc3n2)c1)N1CCCC1 | 4% | -7% | -0.9 | -12 | nt | -2 | 7% | -7% | nt
CNc1nc2ccccc2n(C)c1=O | -15%[57.1 µM] | -15% | 0.4 | 2 | 15 | 0 | 22%[57.1 µM] | 10% | -0.2
Cc1nnc2sc(-c3ccc(NC(=O)c4ccc(-c5ccc(Cl)cc5Cl)o4)cc3)nn12 | 66%[activator] | ? | nt | nt | nt | 4 | -22% | 3% | nt
COc1cccc(C(C(=O)NC(C)(C)C)N(Cc2ccco2)C(=O)CCC(=O)Nc2cc(C)on2)c1OC (centres undefined) | 1%[57.1 µM] | -20% | -0.7 | -7 | -3 | -3 | 13%[57.1 µM] | -10% | -1.0
CSCC[C@H](NC(=O)C1CCCC1)c1nc2ccccc2[nH]1 | 7%[57.1 µM] | ? | 0.1 | -4 | -25 | -4 | 22%[57.1 µM] | 5% | -0.3
COc1ccc(NC(=O)CSc2nnc(-c3ccncc3)n2C)cc1 | -7% | -3% | 0.7 | -4 | 0 | 1 | 16% | 0% | 1.2
COc1ccnc(N=CNOCc2ccc(C)cc2)c1C#N | 7%[57.1 µM] | -8% | 0.0 | 6 | 17 | 1 | 16%[57.1 µM] | 0% | 0.7
COc1ccccc1Nc1nc(C)cc(=O)[nH]1 | -9% | 8% | 1.0 | 0 | 1 | 1 | 6% | 3% | 0.1
CCN(CC)C(=O)N1CCN(C(=O)c2ccc(C)cn2)CC1 | 21%[57.1 µM] | -22% | 0.8 | 19 | nt | -9 | 23%[57.1 µM] | 5% | nt
Cn1c(CCNC(=O)c2ccco2)nc2cc(NC(=O)c3ccccc3)ccc21 | -3% | -14% | 0.2 | 1 | -11 | -7 | 3% | -10% | 0.5
Cc1ccc(C2c3[nH]c4ccccc4c3CCN2C(=O)c2cccc(C)c2)cc1 (centres undefined) | 3%[57.1 µM] | -9% | 0.1 | 1 | nt | -8 | 24%[57.1 µM] | 12% | 1.6
O=C(Nc1cccnc1)c1ccc(N2CCOCC2)c([N+](=O)[O-])c1 | -4% | -11% | 0.5 | 11 | -2 | 1 | 15%[11.4 µM] | 10% | -0.8
CCOC(=O)N1CCc2c(sc(NCc3sccc3C)c2C(=O)Nc2cc(OC)ccc2OC)C1 | -2%[57.1 µM] | ? | -0.2 | 0 | nt | 1 | 7%[57.1 µM] | 5% | 0.2
O=C(CN1C(=O)NC(Cc2c[nH]c3ccccc23)C1=O)Nc1ccccc1C(F)(F)F (centres undefined) | 1% | -14% | nt | nt | nt | 6 | 25% | 0% | nt

Records listed so far printed as active in D2 antag:
| SMILES | TrxR1 substrate | USP1-UAF1 inh | TRHR agonist | TRHR enhancer | D2 antag | PI4K2A block | TrxR1 inh |
| --- | --- | --- | --- | --- | --- | --- | --- |
| CCN(CC)S(=O)(=O)c1ccc(NC(=O)Cn2c(=O)sc3ccccc32)cc1 | -2% | -22% | 1.4 | 2 | 43* | 5 | 7% |

Shown comma-delimited: part of the list above.
SMILES,TrxR1 substrate,USP1-UAF1 inh,TRHR agonist,TRHR enhancer,D2 antag,PI4K2A block,TrxR1 inh,IDH1 R132H inh,D2 ag
O=C(Nc1cccnc1)c1ccc(N2CCOCC2)c([N+](=O)[O-])c1,-4%,-11%,0.5,11,-2,1,15%[11.4 µM],10%,-0.8
CCOC(=O)N1CCc2c(sc(NCc3sccc3C)c2C(=O)Nc2cc(OC)ccc2OC)C1,-2%[57.1 µM],?,-0.2,0,nt,1,7%[57.1 µM],5%,0.2

(cont.)
SMILES | TrxR1 substrate | USP1-UAF1 inh | TRHR agonist | TRHR enhancer | D2 antag | PI4K2A block | TrxR1 inh | IDH1 R132H inh | D2 ag
CCOC(=O)c1cnc2c(C)cc(C)cc2c1Nc1ccc(S(=O)(=O)Nc2ncccn2)cc1 | -2% | 2% | 0.3 | 12 | 7 | -5 | 9% | -6% | -1.6
CC(=O)Oc1c(I)cc(I)cc1C(=O)Nc1ccc(Cl)cc1 | -9% | -25% | 1.5 | -5 | 13 | 3 | 10%[57.1 µM] | 5% | 3.1
CCc1nnnn1-c1ccc([N+](=O)[O-])cc1C | 5%[57.1 µM] | 0% | 0.1 | -5 | 0 | 3 | -1%[57.1 µM] | -3% | -0.5
Cc1ccc(N(CC(=O)N(C)Cc2ccccc2)S(C)(=O)=O)cc1C | -2% | 4% | -0.5 | -4 | -16 | 4 | 16% | 3% | -1.0
COC(=O)CCS(=O)(=O)c1nc(-c2ccccc2)cc(C(F)(F)F)n1 | 2% | -15% | 0.6 | -2 | -12 | 17 | 18µM* | 6% | 2.3
Cn1c(N)c(C(=O)COC(=O)c2ccc(S(=O)(=O)N3CCCCC3)cc2)c(=O)n(C)c1=O | nt | nt | 4.4 | 5 | 1 | nt | nt | nt | 1.5
Cn1c(=O)c2[nH]c(CN3CCN(Cc4ccccc4)CC3)nc2n(C)c1=O | -1% | -8% | 0.6 | 0 | -2 | -1 | -6% | 1% | 0.7
CN(CC(=O)NCc1ccc(F)cc1)S(=O)(=O)c1ccc2[nH]c3c(c2c1)CCCC3 | -10% | -12% | -0.7 | -2 | nt | -3 | 5% | 3% | 1.2
O=C(CCC1CCCC1)Nc1cccc(Cc2ccncc2)c1 | -6%[57.1 µM] | -13% | -0.5 | 4 | -6 | 6 | -7%[57.1 µM] | 3% | -1.5
COc1ccccc1C(=O)CSc1n[nH]c(N)n1 | 7%[57.1 µM] | -22% | -1.4 | -5 | -62 | -1 | -10%[57.1 µM] | -6% | -0.8
COc1ccc(CC(=O)NNS(=O)(=O)c2ccccc2)cc1OC | -17%[57.1 µM] | -21% | 0.2 | -2 | 5 | -3 | 22%[57.1 µM] | 5% | 0.7
CCC(=O)Nc1ccc(Cl)c(NC(=O)c2ccc([N+](=O)[O-])cc2)c1 | 2% | -19% | 0.5 | -2 | 1 | 7 | 8% | 0% | -0.1
C[C@@H](CSc1ccc(Br)cc1)CN1CC[C@H](O)CCC1=O | -5%&0% | -27% | -0.6 | -2 | nt | -1 | 5%&13% | 3% | nt
O=C(Nc1cccc(S(=O)(=O)N2CCCCCC2)c1)c1ccc(Cl)nc1 | 0% | -3% | nt | nt | nt | 10 | 10% | -2% | nt
Cc1ccc(S(=O)(=O)N2CCC(=O)N(CCOCc3ccc(F)cc3)CC2)cc1 | 6% | -29% | -1.4 | 0 | -1 | -1 | 25% | 10% | -0.9
COc1ccc(C=O)cc1COc1ccc(C)cc1[N+](=O)[O-] | -2% | -24% | -0.1 | -5 | -42 | 2 | 11% | 13% | 1.1
CC(C)COc1cccc(C(=O)NC(=S)NCc2cccnc2)c1 | -5% | -20% | 0.0 | -4 | -4 | -2 | -21% | 7% | 1.3
CCOc1ccccc1/C=C(\NC(=O)c1ccccc1)C(=O)NCCC(=O)O | -10% | -3% | 0.4 | -4 | -4 | 4 | -7% | -2% | 3.0
CC(=O)N1C(c2ccccc2O)C[C@]2(C)CC(=O)NC12 (some centres undefined) | -16%[57.1 µM] | -14% | 0.5 | 36* | 8 | 3 | 27%[57.1 µM] | 8% | 0.4
O=C(/C=C/c1ccc(O)cc1)c1ccc(NC2=C(N3CCCCC3)C(=O)c3ccccc3C2=O)cc1 | -10% | 16µM* | 5.2 | -3 | -16 | ? | 45µM* | 6% | -0.2
O=C(c1cccc(Cl)c1)N1CCN(c2ccc(N3CCOCC3)nn2)CC1 | 48%[activator] | -21% | -0.5 | -1 | 13 | -2 | 17% | 1% | -0.3
O=C(COC(=O)C1CCN(S(=O)(=O)c2cccs2)CC1)c1ccccc1 | 5%[57.1 µM] | -2% | 0.2 | -1 | nt | 0 | 10%[57.1 µM] | 0% | nt
COc1ccc(Br)cc1CN(C)CC(=O)Nc1cc(Cl)cc(Cl)c1 | 0% | -28% | 1.9 | 0 | -5 | 0 | 13% | 3% | 1.2
COc1ccc(NC(=O)c2nn(C34CC5CC(CC(C5)C3)C4)cc2[N+](=O)[O-])cc1 | -3% | -14% | 0.2 | -1 | 5 | -3 | 1% | 5% | -0.9
CCCn1c(N2CCN(C(=O)Nc3ccc(Cl)cc3)CC2)nc2ccccc21 | 1%[57.1 µM] | -5% | 0.6 | 0 | nt | 11 | 14% | 1% | nt
O=C1NC2CCCCC2C(=O)N1OS(=O)(=O)c1ccccc1 (centres undefined) | -2%[57.1 µM] | ? | nt | nt | nt | 25 | 3.5µM* | 3% | nt
C=CCn1c(SCc2ccccc2)nc2scc(-c3ccc(C)o3)c2c1=O | 4% | -19% | 0.3 | 0 | -2 | 2 | ? | -2% | 0.4
COc1cc(OC)c2c(C)c(CC(=O)N3CCCCC3)c(=O)oc2c1 | 344%[activator] | -17% | -0.1 | 35* | nt | 0 | ? | -12% | 0.0
Cc1cccn2c(CNCCSc3nccn3C)c(C(=O)N3CCCCC3)nc12 | 7% | -10% | 0.2 | -1 | -17 | -1 | 5% | 8% | 1.9
O=C(Cn1nc(C(F)(F)F)c2c1CCCC2)NCCN1CCOCC1 | 4%[57.1 µM] | -4% | 1.8 | 2 | 17 | -2 | -15%[57.1 µM] | -1% | 0.2
N#C/C(=C\c1ccc(F)cc1)C(=O)NC1CCS(=O)(=O)C1 (centres undefined) | -2% | -8% | 0.4 | -1 | 7 | 7 | -11% | 0% | 0.3
